RGS4 inh: blocks human RGS4-accelerated GTP hydrolysis; P49798; Transcreener GDP fluorescence polarization, RGS4-accelerated GTP hydrolysis; Potency, µM (highest dose often 114 µM), for inactives: at the top dose activity change, negative = inhibition, actives largely listed as inhibitors; actives 0.039% (n = 390,000); AID 504845; further: potency means the concentration at half of the fitted maximal effect; on the % scale 0 is the no-effect control and ±100 the full control effect; nearly all actives have a fitted effect of over 75% in size; some results filed as inactive show a strong effect at the top dose
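MLSMR compounds (23 nl, pin-transferred) preincubated 10 min at room temperature with a 500nM (2x) first reagent, then RGS4 at 900nM (2x) plus Transcreener GDP mix added; fluorescence polarization (620/688 nm) read before and after 90 min at 30 °C.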
Apoferritin bind: candidate novel general anesthetic via apoferritin binding | P02791 | apoferritin/1-aminoanthracene competitive binding, fluorescence | Potency, µM (top dose mostly 77.5 µM), without a hit: at the highest dose activity change, negative = displacement, actives largely listed as inhibitors | actives 0.074% (n = 350,000) | AID 485281; further: potency means the concentration at half of the fitted maximal effect; on the % scale 0 is the no-effect control and ±100 the full control effect; nearly all actives have a fitted effect of over 20% in size
Target sequence (P02791 2-175 limits assumed): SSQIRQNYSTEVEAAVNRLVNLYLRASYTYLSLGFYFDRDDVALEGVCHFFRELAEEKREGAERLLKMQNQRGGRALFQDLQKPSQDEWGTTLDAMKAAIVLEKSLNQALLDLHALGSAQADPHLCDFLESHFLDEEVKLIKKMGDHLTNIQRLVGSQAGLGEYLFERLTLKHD
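Horse-spleen apoferritin (10 uM) was mixed with 50% saturated 1-aminoanthracene in PBS, exposed to compounds for 10 min at room temperature, and read for fluorescence (ex 380 nm, em 535 nm). Competitive displacement was fitted with a four-parameter Hill equation.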
APE1 inh: APE1 (human) endonuclease inhibition | actives 0.35% (n = 350,000) | Potency, µM (doses to about 65.8 µM), for inactives: at the highest dose activity change, negative = inhibition, actives largely listed as inhibitors | P27695 | recombinant APE1, TAMRA/BHQ-2 abasic DNA cleavage fluorescence;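 further: potency means the concentration at half of the fitted maximal effect; plate controls were vehicle for no effect and reference inhibitor for full effect; nearly all actives have a fitted effect of over 55% in size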
Target sequence (P27695 whole entry, looked up): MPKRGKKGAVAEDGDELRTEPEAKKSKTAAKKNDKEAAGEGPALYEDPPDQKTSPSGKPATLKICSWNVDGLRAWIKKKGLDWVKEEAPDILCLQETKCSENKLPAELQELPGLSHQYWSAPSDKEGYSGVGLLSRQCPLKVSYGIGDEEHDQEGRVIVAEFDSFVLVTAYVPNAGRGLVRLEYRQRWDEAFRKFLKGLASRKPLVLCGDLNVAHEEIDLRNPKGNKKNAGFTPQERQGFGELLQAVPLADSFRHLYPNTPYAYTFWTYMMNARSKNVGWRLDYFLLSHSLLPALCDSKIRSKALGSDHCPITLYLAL
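Measures dequenching upon AP-site incision of a 5'-TAMRA/3'-BHQ-2 THF-containing duplex, 50 nM; human APE1 0.75 nM after 15 min room-temperature exposure to compound; kinetic three-point read at one-minute spacing.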
POLK inh: inhibitors of human DNA polymerase kappa; Potency, µM (titrated, usually from 107 µM), for the others: top-dose activity, negative = inhibition, most hits filed as inhibitors; purified Pol kappa, fluorescent DNA synthesis assay, 10 min; actives 0.53% (n = 400,000); further: potency means the concentration at half of the fitted maximal effect; on the % scale 0 is the no-effect control and ±100 the full control effect
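Activity was followed as the change in fluorescence between reads at 0 and 10 min after starting the reaction with 50 nM substrate. Beforehand, 10 nM polymerase had been preincubated with compound for 15 min at room temperature.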
ERG Ets-DNA blk: ERG Ets/DNA interaction inhibition. P11308. fluorescence polarization, His-ERG Ets domain / labelled DNA. Potency, µM (doses to about 76.9 µM), without a hit: top-dose FP activity, negative = inhibition, hits mostly inhibitors. actives 0.028% (n = 370,000); active means well fitted inhibition curve with a large enough effect in the polarisation, with a control signal flat; inconclusive means small, poorly fitted or top-dose-only effect, or effect the other way, or a change in a side signal; inactive means no such curve, though single readings can be large or run the other way; the % refers to the polarisation;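 further: polarization taken with two DNA probes labelled with fluorescein and Texas red; potency means the concentration at half of the fitted maximal effect; % of control where 0% means no effect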
Target sequence (P11308 whole entry, looked up, the tested form may be a part): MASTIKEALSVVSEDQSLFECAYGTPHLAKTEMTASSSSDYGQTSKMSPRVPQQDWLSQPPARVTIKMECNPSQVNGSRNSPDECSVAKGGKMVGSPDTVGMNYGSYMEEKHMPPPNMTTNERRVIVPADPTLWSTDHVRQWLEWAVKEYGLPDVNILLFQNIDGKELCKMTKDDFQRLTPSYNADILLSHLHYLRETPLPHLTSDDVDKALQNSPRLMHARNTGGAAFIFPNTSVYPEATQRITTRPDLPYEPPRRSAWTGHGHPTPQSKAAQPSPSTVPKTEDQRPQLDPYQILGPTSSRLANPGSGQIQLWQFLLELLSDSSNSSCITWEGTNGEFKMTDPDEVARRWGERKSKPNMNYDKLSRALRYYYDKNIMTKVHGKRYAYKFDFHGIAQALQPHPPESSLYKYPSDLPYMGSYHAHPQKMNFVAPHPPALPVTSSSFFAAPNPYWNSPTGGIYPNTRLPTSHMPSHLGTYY
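His-tagged ERG Ets domain (1 uM in the protein solution; 300mM KCl, 50mM Tris-HCl, 1mM EDTA, 1mM DTT, pH 7.5) received compound, then a probe mix of 5 nM fluorescein-DNA and 100nM Texas-615-DNA. Fluorescence polarization was read for both dyes.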
Pol beta inh: inhibitors of human DNA polymerase beta | P06746 | Pol beta primer extension/strand displacement, fluorescence kinetic | Potency, µM (doses to about 114 µM), for the others: at the top dose activity change, negative = inhibition, actives largely listed as inhibitors | actives 1.3% (n = 340,000); further: potency means the concentration at half of the fitted maximal effect; on the % scale 0 is the no-effect control and ±100 the full control effect
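Preincubation: enzyme (10 nM) with compound, 15 min, RT. Reaction: substrate added to 50 nM final. Reads: 0 and 10 min. Analysis: normalized, Hill fit.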
Pol eta inh: inhibitors of human DNA polymerase eta | Q9Y253 | recombinant Pol eta, fluorescent DNA replication assay | Potency, µM (highest dose often 114 µM), for the others: at the top dose activity change, negative = inhibition, most hits filed as inhibitors | actives 1.2% (n = 390,000) | AID 588591; further: potency means the concentration at half of the fitted maximal effect; on the % scale 0 is the no-effect control and ±100 the full control effect
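Pol eta (10 nM) was preincubated with compounds for 15 min at room temperature, after which fluorescent replication substrate (50 nM final) was added to start the reaction. Fluorescence was read kinetically at 0 and 10 min.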
LDHA block: inhibitors of human lactate dehydrogenase A. AID 1347041. purified LDHA, NADH/diaphorase-resazurin fluorescence; stronger effect = lower value. actives 0.15% (n = 480,000). activity change, % (values are at about 110 or 230 µM); in the data active means activity change below about -30%; inconclusive means mostly about -25% to -30%;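 further: plate controls were DMSO wells for no effect and wells without enzyme for full effect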
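Enzyme activity of human lactate dehydrogenase 5 (2 nM; 0.06 mM NADH, 0.2 mM pyruvate, 5 min, RT) is measured via a resazurin/diaphorase fluorescence readout of residual NADH.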
ALOX12 inh: ALOX12 (human) lipoxygenase inhibition. P18054. purified 12hLO, xylenol orange hydroperoxide absorbance. Potency, µM (top dose mostly 108 µM), for the others: at the highest dose activity change, negative = inhibition, actives largely listed as inhibitors. actives 1.1% (n = 580,000). AID 1671190; further: potency means the concentration at half of the fitted maximal effect; on the % scale 0 is the no-effect control and ±100 the full control effect
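Hydroperoxide product was detected by ferrous iron/xylenol orange as the 573 to 405 nm absorbance ratio. Arachidonic acid at 40 uM (final) was turned over for 30 min at room temperature by 150 nM human 12hLO, pH 7.0 Hepes buffer, after 15 min compound preincubation.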
* = called active by the depositor; ? = inconclusive; / = no result given; [ ] = dose if it differs, or a comment. Unless noted, the call rests on the fitted dose curve; in most records, active means well fitted curve in the direction sought with a large enough effect; inconclusive means small, poorly fitted or top-dose-only effect, or another doubt; inactive means no such curve, though single readings can be large; an effect the other way counts as inactive or inconclusive. An excerpt. The share of hits here may be higher or lower than overall.

canonical_smiles,Pol beta inh,APE1 inh,POLK inh,LDHA block,Pol eta inh,ERG Ets-DNA blk,RGS4 inh,Apoferritin bind,ALOX12 inh
CC1CCCCC1NS(=O)(=O)c1ccc2c(c1)CCC(=O)N2 (centres undefined),/,-2%,-15%,-3,-20%,-4%,-4%,/,2%
Cc1ccc(-c2nn(-c3ccccc3)cc2CN(Cc2ccccc2)C(=O)c2ccco2)o1,2%,0%,-8%,0,-15%,3%,?,13%,?
Cc1[nH]c2ccc(C(=O)NCc3ccccn3)cc2c1C,6%,-9%,-9%,-2,-2%,1%,13%,-8%,22%
CCc1cccc(CC)c1NC(=O)COC(=O)C1(C)CC1(Cl)Cl (centres undefined),-3%,2%,-17%,-2,0%,6%,23%,-16%,-2%
CCOC(=O)C(CC(=O)c1ccccc1)CC(=O)c1ccccc1,-11%,43%,-8%[60.1 µM],-1,-19%,2%,28%,-5%,0%
NC(=O)c1ccsc1NC(=O)CS(=O)(=O)c1ccccc1,/,17%,7%,-4,-4%,-1%,2%,/,2%
CC1=Nc2ccccc2N=C(NC(=O)CN2CCN(c3ccc(F)cc3)CC2)C1c1ccccc1 (centres undefined),-23%,-2%,-12%,-7,-10%,1%,-13%,0%,-18%
Cc1cc(C)cc(-n2c(C)nc3cc(C(=O)NCc4ccccc4Cl)ccc32)c1,0%,/,-1%[60.1 µM],2,-13%,1%,0%,?,-4%
Nc1nnc(SCc2ccc(F)cc2Cl)s1,2%,11%,12%,-1,-7%,0%,-19%,?,-23%
Cc1nc(C(=O)NC2CCOCC2)sc1C1(C)CC(c2ccccc2)=NO1 (centres undefined),19%,14%,-2%,2,-7%,2%,5%,1%,?
O=C(C1=C[C@@H](c2ccc3c(c2)OCO3)C[C@@H](OCCCCO)O1)N1CCOCC1,-15%,-1%,-3%,10,13%,16%,24%,1%,?
O=C(O)C(Cc1ccccc1)N1C(=O)/C(=C/c2cccs2)SC1=S (centres undefined),0%,-6%,-13%,-4,-20%,16%,?,?,?
CCO[C@@H]1OC(C(=O)Nc2ccccc2)=C[C@H](C2CC2)[C@H]1CCCO,-2%,1%,7%,0,-19%,-1%,8%,-4%,-3%
CC(=O)C1=C(C)Nc2ncnn2C1c1cccc(O)c1 (centres undefined),8%,74%[activator],-14%,-1,-11%,1%,17%,-1%,82%[activator]
CCc1ccc(C(=O)Cn2ccsc2=N)cc1,22%,18%,-7%,1,10%,10%,11%,-16%,?
CCCC(c1nnnn1CCOC)N1CCN(C(=O)c2ccco2)CC1 (centres undefined),0%,0%,-5%,-6,-4%,19%,-12%,-8%,?
CCC(C)NC(=O)c1cc2c(=O)n(CC)c3ccccc3c2s1 (centres undefined),33%,-13%,2%,-1,-17%,2%,-3%,-11%,6%
C=CCNC(=O)COC(=O)c1ccc(Sc2nncn2C)c([N+](=O)[O-])c1,-15%,-2%,-5%,-3,0%,-10%,34%,-7%,-7%
CC(C)=CCCC(C)CN1CCC(N2CCC(C(=O)N3CCOCC3)CC2)CC1 (centres undefined),21%,5%,0%,-5,-4%,4%,-7%,-15%,11%
O=C(Nc1cccnc1)c1ccc(C(=O)Nc2cccnc2)cc1,-2%,4%,-10%,-2,3%,-3%,-5%,-7%,-1%

Next part.
canonical_smiles,Pol beta inh,APE1 inh,POLK inh,LDHA block,Pol eta inh,ERG Ets-DNA blk,RGS4 inh,Apoferritin bind,ALOX12 inh
CCCCC1(Cc2ccc([N+](=O)[O-])cc2)C(=O)N(c2ccccc2)N(c2ccccc2)C1=O,-2%,-4%,-16%,1,-13%,-1%,-5%,-18%,-6%
CCOC(=O)Cc1ccc(NC(=O)NCc2c(-n3cccc3)sc3c2CCCC3)cc1,26%,/,-2%,-4,6%,3%,5%,?,-37%
CN(C)C(=O)CSc1n[nH]c(-c2ccco2)n1,-1%,-5%,-10%,-12,-18%,0%,20%,-1%,-1%
CCN(C(=O)COC(=O)c1c(C)noc1C)C1CCS(=O)(=O)C1 (centres undefined),10%,4%,-7%,-5,-27%,2%,1%,-3%,-2%
Cc1ccc(F)c(C2C3C=CCC(c4ccccc4)C3C(=O)N2Cc2ccccc2)c1 (centres undefined),/,-5%,-25%,/,/,/,-5%,-4%,/
O=C1O/C(=C\C(=O)N2CCOCC2)c2ccccc21,-1%,-2%,-14%,-3,-2%,-1%,?,-13%,-8%
C#CCCC/C(=C\C(=O)N(C)[C@H](C(=O)N(C)[C@H](C(=O)N(C)[C@H](C(=O)N(C)[C@H](C(N)=O)C(C)C)C(C)C)C(C)C)C(C)C)OC,/,11%,-7%,-5,-24%,-1%,-16%,/,1%
COc1ccccc1N1CCN(C(=O)/C=C/c2cccs2)CC1,8%,-4%,-1%,1,-14%,12%,-9%,-11%,-10%
Cc1cc(NC(=O)Cc2ccccc2[N+](=O)[O-])no1,38%,11%,0%,4,-19%,-5%,-35%,-15%,10%
CCOC(=O)Cn1c(C)[n+](C)c2cc(Cl)c(Cl)cc21,-24%,4%,2%,-14,-4%,-10%,-19%,-6%,?
COc1cc(Cn2nnc3ccccc32)cc(Br)c1O,1%,44%,-10%,-15,-18%,-2%,-9%,-19%,?
Cc1c(NC(=O)C2CC=CCC2C(=O)O)c(=O)n(-c2ccccc2)n1C (centres undefined),25µM*,-8%,-14%,-8,?,-2%,-28%,-8%,115%[activator]
COc1ccc(-n2c(-c3cccc(F)c3)nc3c(cnn3-c3ccc(C)cc3)c2=O)cc1,-14%,/,-2%,-3,-21%,-6%,-10%,2%,-12%
Cc1ccc(-c2nnn(CC(=O)N(c3ccccc3)C(C(=O)NCC3CCCO3)c3ccc(F)cc3)n2)o1 (centres undefined),?,-5%,2%,-9,-2%,?,-3%,-1%,-9%
Cc1ccc(-n2c(SCc3cn4ccsc4n3)nc3ccccc3c2=O)cc1,-23%,-5%,-2%,-4,2%,-2%,-30%,-12%,/
COc1ccc(Cc2nnc(NC(=O)c3ccccc3C)s2)cc1,1%,18%,-17%,-2,-7%,2%,-4%,?,0%
CC(C)Oc1cc(O)c2c(=O)c(-c3ccc(O)cc3)coc2c1,6%,-5%,-14%,-2,-13%,-4%,1%,-14%,-10%
Cc1ccccc1-c1cc2nc(-c3ccc([N+](=O)[O-])cc3)cc(=O)n2[nH]1,-20%,?,-7%,-4,-5%,6%,14%,-5%,?
COCCNC(=O)NC(=O)COC(=O)C12CC3CC(CC(NC(C)=O)(C3)C1)C2,-1%,-3%,-2%,3,-16%,-8%,18%,-17%,25%
O=C(CC1C(=O)N(c2ccccc2)C(=O)N1Cc1ccc2c(c1)OCO2)Nc1ccccc1 (centres undefined),8%,/,-1%,2,-22%,-4%,17%,-5%,?

More compounds
canonical_smiles,Pol beta inh,APE1 inh,POLK inh,LDHA block,Pol eta inh,ERG Ets-DNA blk,RGS4 inh,Apoferritin bind,ALOX12 inh
Cc1ccc(CNC(=O)C(=O)NCC2CCCN2S(=O)(=O)c2cccs2)cc1 (centres undefined),/,8%,-9%,-2,-3%,/,-1%,/,2%
O=S(=O)(N1CCCCC1)N1CCNCC1,1%,15%,-4%,-10,8%,/,-9%,-11%,9%[57.4 µM]
Cc1cc(C)nc(N/N=C/c2cccc(Cl)c2)n1,24%,-7%,-3%,-9,-1%,-11%,11%[56.9 µM],-6%,-3%
O=C(Nc1cccc(F)c1)C1CCN(C(=O)Cc2ccccc2)CC1,-28%,0%,8%,-2,-12%,5%,-13%,4%,0%
CCOc1ccccc1C1C2=C(COC2=O)Nc2cc3c(cc21)OCO3 (centres undefined),0%,-2%,3%,2,-19%,-1%,-15%,-6%,16%
Cc1ccc(NC(=O)Cc2ccsc2)cc1S(=O)(=O)N1CCOCC1,/,43%,-6%,-5,7%,17%,21%,/,-7%
COc1ccc(N2CC(C(=O)Nc3nnc(SCC(=O)c4ccccc4)s3)CC2=O)cc1 (centres undefined),0%,-9%,-5%,-2,?,/,-2%,-22%,-14%
COc1ccc(-c2nnc(SCC(=O)c3ccc(C)o3)o2)cc1,2%,-5%,-4%,-6,-11%,/,11%,2%,-29%
Cc1ccc(CC(=S)N2CCOCC2)cc1,0%,0%,1%,-6,-12%,-6%,-33%,-21%,?
O=c1c(S(=O)(=O)c2ccccc2)cn(Cc2ccccc2)c2cc(N3CCOCC3)c(F)cc12,17%,/,-15%,-7,-9%,6%,5%,6%,0%
CCOc1cc(OCC)cc(C(=O)NCCCN2CCOCC2)c1,7%,3%,-4%,-4,-15%,-1%,2%,-6%,-12%
Cc1ccc(SC2CCN(C(=O)C3CCC(=O)N(C4CC4)C3)CC2)cc1 (centres undefined),45%,12%,2%,-3,-3%,-5%,42%,6%,21%
Cc1ccc(C(CC(=O)N2CCOCC2)c2ccco2)cc1 (centres undefined),?,0%,4%,3,-2%,4%,-43%,-7%,?
COc1cc(C2NC(=O)NC(C)=C2C(=O)OCC2CCCO2)ccc1O (centres undefined),-11%,9%,2%,6,-9%,9%,-12%,7%,-8%[57.4 µM]

Assay outcomes as filed in PubChem BioAssay.
